Compound activity deposited in PubChem by National Center for Advancing Translational Sciences (NCATS).
HT1080NT lethal: qHTS for induction of synthetic lethality in tumor cells producing 2HG: qHTS for the HT-1080-NT fibrosarcoma cell line. AID 686970, 2013. 1.6% of 360,000 active. HT-1080-NT fibrosarcoma viability, CellTiter-Glo ATP luminescence, 48 h. Potency, µM (highest dose often 46.1 µM), inactives show at the highest dose activity, negative = less viability, hits mostly cytotoxic;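 also: NT is the 2HG producing partner of a matched IDH1 knockdown line; potency is read from the fitted curve at half-maximal effect; 0% = DMSO-treated cells and -100% = media-only wells without cells; nearly all actives have a fitted effect of over 55% in size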
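Read-out is CellTiter-Glo luminescence after 10 minutes at room temperature, following 48 hours' compound treatment of HT-1080-NT cells (750 cells/well, RPMI, 5% FBS, 37 degrees C).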
KB-3-1 tox: qHTS assay for MDR1-selective chemotherapeutics: Primary screen using the parental adenocarcinoma cell KB-3-1; KB-3-1 viability, CellTiter-Glo ATP luminescence, 72 h; Potency, µM (titrated, usually from 46.1 µM), inactives show at the top dose activity change, negative = cytotoxic, hits mostly cytotoxic; 1.4% of 400,000 active; also: potency is read from the fitted curve at half-maximal effect; % is scaled to controls: 0 for no effect and ±100 for the full control effect; nearly all actives have a fitted effect of over 60% in size
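Parental KB-3-1 adenocarcinoma cells in phenol-red-free DMEM with 10% FBS were pin-treated with compounds at several concentrations, incubated 72 h at 37 °C, and viability read by CellTiter-Glo luminescence; concentration-effect curves were fitted after normalization.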
WRN inhibitor: qHTS for Inhibitors of WRN Helicase. 0.46% of 360,000 active. Bifunctional 3'-5' exonuclease/ATP-dependent helicase WRN (Homo sapiens), Q14191. WRN helicase unwinding, fluorescent forked duplex, kinetic. Potency, µM (series often up to 114 µM), for the others: at the top dose activity change, negative = inhibition, most hits filed as inhibitors; also: potency is read from the fitted curve at half-maximal effect; % is scaled to controls: 0 for no effect and ±100 for the full control effect; nearly all actives have a fitted effect of over 55% in size
Target sequence (Q14191 whole entry, looked up): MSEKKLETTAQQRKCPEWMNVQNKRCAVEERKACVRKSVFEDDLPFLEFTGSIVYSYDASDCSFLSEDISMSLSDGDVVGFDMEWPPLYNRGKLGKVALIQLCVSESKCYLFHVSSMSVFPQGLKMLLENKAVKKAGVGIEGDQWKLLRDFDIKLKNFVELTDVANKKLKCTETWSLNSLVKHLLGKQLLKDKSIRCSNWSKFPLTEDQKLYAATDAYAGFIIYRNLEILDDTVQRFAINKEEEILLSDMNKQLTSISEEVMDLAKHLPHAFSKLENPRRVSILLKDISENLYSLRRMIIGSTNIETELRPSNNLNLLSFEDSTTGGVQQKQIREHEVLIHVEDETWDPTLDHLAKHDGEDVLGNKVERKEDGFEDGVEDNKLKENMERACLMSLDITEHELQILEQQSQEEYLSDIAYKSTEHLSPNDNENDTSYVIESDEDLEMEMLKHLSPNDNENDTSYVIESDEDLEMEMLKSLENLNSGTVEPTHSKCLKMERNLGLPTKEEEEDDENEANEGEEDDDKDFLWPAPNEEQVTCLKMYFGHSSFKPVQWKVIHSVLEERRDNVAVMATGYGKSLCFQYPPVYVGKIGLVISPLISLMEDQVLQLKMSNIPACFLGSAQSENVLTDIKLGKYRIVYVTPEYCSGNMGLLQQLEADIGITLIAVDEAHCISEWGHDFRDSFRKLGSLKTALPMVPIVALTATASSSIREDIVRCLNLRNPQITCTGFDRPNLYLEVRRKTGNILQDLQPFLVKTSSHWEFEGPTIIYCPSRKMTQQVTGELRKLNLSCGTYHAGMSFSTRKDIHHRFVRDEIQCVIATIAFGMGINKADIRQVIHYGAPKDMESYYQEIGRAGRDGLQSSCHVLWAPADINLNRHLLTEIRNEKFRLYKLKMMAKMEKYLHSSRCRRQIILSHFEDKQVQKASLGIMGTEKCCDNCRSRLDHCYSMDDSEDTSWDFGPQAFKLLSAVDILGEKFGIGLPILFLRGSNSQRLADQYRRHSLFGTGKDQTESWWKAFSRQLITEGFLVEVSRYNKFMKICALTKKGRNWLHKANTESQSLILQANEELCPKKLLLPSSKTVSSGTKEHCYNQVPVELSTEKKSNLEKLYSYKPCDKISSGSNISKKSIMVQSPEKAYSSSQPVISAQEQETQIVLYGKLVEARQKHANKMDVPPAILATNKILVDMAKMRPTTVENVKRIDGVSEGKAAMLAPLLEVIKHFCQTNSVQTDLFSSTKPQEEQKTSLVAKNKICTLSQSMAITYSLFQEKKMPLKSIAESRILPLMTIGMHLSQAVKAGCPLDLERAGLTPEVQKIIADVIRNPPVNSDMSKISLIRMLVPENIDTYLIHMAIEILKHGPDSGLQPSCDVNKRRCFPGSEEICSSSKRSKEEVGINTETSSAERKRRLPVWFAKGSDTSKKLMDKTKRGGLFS
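Kinetic fluorescence helicase assay: unwinding of a quenched forked DNA duplex (100 nM final) with 2 mM ATP final raises red fluorescence (525/598 nm). Compounds sat 15 min at room temperature with 20 nM WRN beforehand.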
SW480 rerep: A quantitative high throughput screen for small molecules that induce DNA re-replication in SW480 colon adenocarcinoma cells. Potency, µM (top dose mostly 46.1 µM), inactives show at the top dose re-replication activation, most hits filed as activators. SW480 DNA re-replication, Hoechst DNA content imaging, 48 h. 1.8% of 340,000 active; also: potency is read from the fitted curve at half-maximal effect; % of control where 0% means no effect; nearly all actives have a fitted effect of over 55% in size
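Hoechst fluorescence of nuclei (405 nm excitation, 500-530 nm emission) measured by plate-scanning imager after 48 hr compound exposure at 37 C; re-replication scored as increased number of nuclei with elevated intensity.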
IL-1B inflam inh: qHTS for Inhibitors of Inflammasome Signaling: IL-1-beta AlphaLISA Primary Screen; THP-1 LPS/ATP IL-1B secretion, AlphaLISA, 16 h; hits give low values; activity change, % at 57.5 µM; 4.7% of 360,000 active; AID 743279, 2014; in the data active = activity change below about -50%; inconclusive = mostly about -30% to -49%; also: % is scaled to controls: 0 for no effect and ±100 for the full control effect
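Secreted IL-1B measured by AlphaLISA bead assay after 16 h compound exposure of THP-1 cells; compounds (final up to 57.5 uM) added 1 h before LPS (250 ng/mL) and ATP (1.25 mM) stimulation; lower signal means less secretion.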
HT1080 IDH1KD tx: qHTS for induction of synthetic lethality in tumor cells producing 2HG: qHTS for the HT-1080-IDH1KD cell line; Potency, µM (highest dose often 46.1 µM), without a hit: at the top dose activity, negative = toxicity, actives largely listed as cytotoxic; 2% of 360,000 active; HT-1080 IDH1 knockdown viability, ATP luminescence, 48 h;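 also: potency is read from the fitted curve at half-maximal effect; 0% = DMSO wells and -100% = cell-free medium wells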
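HT-1080-IDH1KD cells (IDH1 knocked down), 750/well in RPMI with 5% FBS, treated with compound 48 h at 37 degrees C. Viability by CellTiter-Glo luminescence, normalised to DMSO and no-cell wells; concentration-response curves classed.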
ATXN2 expr inh: Primary qHTS for Inhibitors of ATXN expression | 0.72% of 360,000 active | Potency, µM (titrated, usually from 57 µM), for inactives: at the highest dose activity change, negative = inhibition, most hits filed as inhibitors | HEK-293 ATXN2-luciferase reporter, luminescence, 24 h; also: potency is read from the fitted curve at half-maximal effect; % is scaled to controls: 0 for no effect and ±100 for the full control effect; nearly all actives have a fitted effect of over 55% in size
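qHTS (up to 57 uM final) was run with 24 h compound exposure of reporter cells at 37 °C. Each well was multiplexed: SteadyGlo luminescence measured ATXN2-luciferase expression after a fluorogenic Gly-Phe-AFC viability readout (25 uM final).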
MCF10A rerep: A quantitative high throughput screen for small molecules that induce DNA re-replication in MCF 10a normal breast cells; 2.9% of 350,000 active; MCF 10A DNA re-replication, Hoechst nuclear intensity, 48 h; Potency, µM (highest dose often 46.1 µM), inactives show at the top dose activity, positive = re-replication, hits mostly activators; also: potency is read from the fitted curve at half-maximal effect; % of control where 0% means no effect; nearly all actives have a fitted effect of over 50% in size
KB-V1 MDR tox: qHTS assay for MDR1-selective chemotherapeutics: Primary screen using the drug-selected MDR subline cells KB-V1; Potency, µM (series often up to 46.1 µM), inactives show at the highest dose activity change, negative = cytotoxicity, usual class: cytotoxic; KB-V1 MDR cells viability, CellTiter-Glo, 72 h; 3.4% of 400,000 active; also: potency is read from the fitted curve at half-maximal effect; % is scaled to controls: 0 for no effect and ±100 for the full control effect; nearly all actives have a fitted effect of over 60% in size
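Compound-treated KB-V1 multidrug-resistant cells, 72 h, 37 degrees C; viability by CellTiter-Glo. Fitted qHTS curves give the values.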
* = called active by the depositor; i = inactive; ? = inconclusive; nt = not tested or not shown; [ ] = remark or other dose. Unless noted, calls follow the shape of the dose curve; as a rule, active = well fitted curve in the direction sought with a large enough effect; inconclusive = small, poorly fitted or top-dose-only effect, or another doubt; inactive = no such curve, though single readings can be large; an effect the other way counts as inactive or inconclusive.

SMILES	HT1080NT lethal	KB-3-1 tox	WRN inhibitor	SW480 rerep	IL-1B inflam inh	HT1080 IDH1KD tx	ATXN2 expr inh	MCF10A rerep	KB-V1 MDR tox
CC1(OC(=O)CCc2ccccc2)C(=O)C=C2C=C(c3ccc(C#N)cc3)N(C3CCCCC3)C=C2C1=O (stereo unspecified)	5%	0%	0%	-15%	23	-11%	3%	0%	4%
COc1cc(CNCCc2ccccc2)cc(Br)c1OCC(=O)Nc1ccccc1C	?	0%	-12%	?	-67*	-13%	nt	?	?
Cc1ccc(NC(=O)CN(C)CC(=O)Nc2ccc(F)c(Cl)c2)cc1	6%	10%	-2%	-4%	-29	-9%	6%	21µM*	22%
Cc1nc(NCCCn2ccnc2)c2ccccc2n1	6%	3%	-8%	-18%	20	7%	1%	-1%	-15%
Cc1nc2ccccn2c1C(=O)N/N=C/c1ccc(F)cc1	4%	2%	7%	-8%	2	-1%	21%	-13%	-5%
O=C(CC(Nc1ccccc1)c1ccccc1)C1CC1 (stereo unspecified)	0%	-4%	-18%	-16%	3	3%	6%	2%	-12%
CC(=O)n1cc([C@@H]2C=C(C(=O)N3CCN(Cc4ccccc4)CC3)O[C@H](OCc3ccc(CO)cc3)C2)c2ccccc21	-1%	?	8%	1%	?	-28%	?	?	?
C[C@H](CO)N1C[C@H](C)[C@@H](CN(C)C(=O)Nc2ccc3c(c2)OCO3)Oc2c(NS(=O)(=O)c3ccccc3)cccc2C1=O	-1%	1%	-4%	-1%	-3	-4%	29%	4%	?
CCCC(=O)Nc1c(C)n[nH]c1C	-5%	-1%	-11%	-3%	0	?	-6%	0%	1%
O=C(N/N=C/c1ccc(N2CCOCC2)cc1)c1ccncc1	1%	-3%	-1%	-7%	3	1%	-10%	-1%	-4%
COc1cccc(NC(=O)Nc2cccc(C)n2)c1	5%	11%	2%	1%	-28	-11%	61%[activator]	1%	6%
COc1ccc(Cc2nnc(NC(=O)c3c(-c4ccccc4)noc3C)s2)cc1	-9%	-27%	-6%	3%	35	-9%	-19%	?	-8%
CC(=O)N1CCN(c2ccc(NCc3ccccc3)cc2)CC1	0%	-16%	9%	-3%	4	1%	7%	?	2%
O=C(Nc1nnc([C@@H]2C[C@H](O)[C@@H](CO)O2)s1)Nc1cccc2ccccc12	-5%	-1%	-1%	nt	24	4%	5%	nt	2%
CCN(CC(=O)Nc1ccc(S(=O)(=O)N2CCCCC2)cc1)Cc1ccccc1	3%	-13%	2%	27%	-1	-18%	-19%	30%	?
CCCCNc1c(-c2ccc(-c3ccc(C(C)=O)cc3)c(OC)c2)nc2cnccn12	?	-17%	-19%	23µM*	0	?	0%	21µM*	-10%
CCN=C1SC(C(=O)Nc2cc(Cl)cc(Cl)c2)CC(=O)N1CC (stereo unspecified)	6%	-8%	3%	-1%	13	3%	3%	1%	-10%
Cc1ccc(CCNC(=O)C2CCN(S(=O)(=O)N3CCCCC3)CC2)cc1	5%	14%	2%	-6%	47	10%	-12%	1%	-3%
CCn1c(N2CCN(S(=O)(=O)c3ccccc3C(F)(F)F)CC2)nc2ccccc21	?	-27%	-17%	11%	-52*	-26%	-5%	?	18µM*
Cc1csc(NC(=O)C2CCCCN2S(=O)(=O)c2ccccc2)n1 (stereo unspecified)	-1%	5%	0%	-1%	10	-1%	18%	1%	?
Cc1ccc(C(=O)NC(=S)NCCCN2CCOCC2)cc1	13%	13%	-3%	-8%	0	1%	8%	17%	-24%
COc1cc(-n2c(C)nc3cccnc32)c(Cl)cc1C(=O)O	13%	25%	2%[57.1 µM]	?	-4	8%	17%	-1%	?
Nc1nc(-c2ccco2)nn1C(=O)c1ccc(F)cc1	-14%	-4%	-12%	0%	-2	-1%	11%	0%	5%
COc1cccc(CN2CC(C(=O)NCc3ncc(C)[nH]3)CCC2=O)c1 (stereo unspecified)	1%	12%	-22%	-2%	-1	6%	5%	1%	3%
O=C(CCCc1nc(-c2ccc(Cl)cc2)no1)NC1CCCCC1	8%	?	13%	-1%	13	12%	-29%	16%	12µM*
CSc1ncc2c(=O)[nH]c(-c3ccccc3)nc2n1	?	0%	6%	23%	-74*	?	?	2%	-2%
CSc1cccc(NC(=S)N2CCC(N(C)C3CCCC3)CC2)c1	-16%	-6%	-4%	-1%	-28	-15%	-8%	1%	?
CC(O)c1nc2ccccc2n1Cc1ccccc1 (stereo unspecified)	-1%	0%	3%	-8%	11	-1%	nt	11%	4%
CCn1c(Cc2ccccc2)nnc1SCC(=O)Nc1ccccc1	-18%	-2%	-4%	4%	-2	7%	1%	0%	21µM*
CC(C)(C)c1ccc(C(=O)OC/C(O)=C(\C#N)c2nc3ccccc3s2)cc1	12%	-25%	-10%	-8%	i	8%	3%	?	-22%
O=C(COC(=O)CCC(=O)c1ccc(F)cc1)Nc1nnc(-c2ccccc2)o1	5%	0%	8%	-76%[inhibitor]	1	8%	2%	22%	-5%
COCC(C)NC(=O)C(C)N1c2cccc3cccc(c23)S1(=O)=O (stereo unspecified)	15%	-6%	-5%	-3%	11	15%	-7%	-4%	-19%
CC(C)(C)N=C1NN=C(c2ccc(Cl)cc2)CS1	1%	?	9%	-2%	-1	14%	nt	-3%	3%
CN1CCN(c2nc3c(c(=O)[nH]c(=O)n3C)n2Cc2ccc([N+](=O)[O-])cc2)CC1	3%	1%	2%	-6%	2	4%	nt	-6%	-14%
COc1ccc(S(=O)(=O)N(C)C)cc1NC(=O)COC(=O)CC1CCCC1	3%	0%	13%	-14%	-3	2%	-21%	?	?
O=C(Nc1ccccc1)Nc1ccc(Nc2ccccc2)cc1	-16%	1%	4%	-2%	-20	-2%	nt	?	7%
C[C@H]1COc2cccc(N3CCSCC3)c2S(=O)(=O)N1	12%	8%	1%	nt	29	6%	12%	nt	-1%
O=C(CCl)Nc1ccc2c(c1)OCO2	9.2µM*	15µM*	5%	?	-97*	18µM*	-16%	94%	?
CCN(CC)c1ccc(C(=O)O)cc1	2%	-3%	-5%	20%	18	-1%	nt	-9%	-1%
O=C(NCc1ccccn1)c1cc2c(ccc3ccccc32)oc1=O	-1%	0%	-1%	?	-7	-1%	nt	?	-12%
CCn1c(/C=C/c2ccccc2)nc2ccccc2c1=O	-4%	?	-8%	-15%	-23	-13%	-3%	5%	?
O=C(CN1C(=O)NC2(CCCCCC2)C1=O)c1ccc(F)cc1	-1%	-2%	0%	-8%	-5	-1%	18%	0%	-19%
CC1CCCC(NC(=O)COC(=O)CSc2ccc3ccccc3c2)C1C (stereo unspecified)	8%	2%	-10%	-1%	-2	-6%	-9%	0%	?
O=C(NN1C(=O)/C(=C\c2cccnc2)SC1=S)c1ccco1	4%	5%	-22%	2%	20	2%	-25%	-47%[inhibitor]	-2%
OCC1(Cc2ccccc2F)CCCN(CCc2ccccc2)C1 (stereo unspecified)	-20%	4%	15%	6%	11	-24%	-15%	17%	12%
O=C1C2C3C=CC(C3)C2S(=O)(=O)C2C3C=CC(C3)C12 (stereo unspecified)	-3%	-12%	-1%	nt	6	-8%	nt	nt	24%
Cc1scc(C(=O)NNC(=S)NCc2ccccc2)c1C	-4%	0%	-23%	-10%	13	2%	12%	?	9%
COc1cccc(/C=C/C(=O)N2CCN(c3ccccn3)CC2)c1	2%	0%	-11%	-1%	56	8%	11%	0%	1%
CC1CN(c2sc(S(C)(=O)=O)nc2S(=O)(=O)c2ccc(Cl)cc2)CC(C)O1 (stereo unspecified)	17%	-5%	4%	?	-64*	12%	-8%	0%	-11%
CCOc1ccc(CNC(=O)C2CCC(=O)N2C2CCCC2)cc1OC (stereo unspecified)	-6%	24%	2%	8%	15	0%	3%	0%	-4%
CCCC(=O)Nc1ccc(NC(=O)c2ccccc2F)cn1	4%	-2%	1%	7%	-61*	2%	8%	-3%	-2%
CCOC(=O)C1=C(COC(=O)c2ccc(Br)o2)NC(=O)NC1C (stereo unspecified)	-9%	14%	-15%	-5%	8	0%	10%	-3%	-2%
Oc1c(Cl)cc(Cl)cc1/C=N/NC(=S)NC1CC2C=CC1C2 (stereo unspecified)	?	?	-26%	18µM*	-13	21µM*	?	7.3µM*	-6%
CC(=O)Nc1c(C)nn(-c2ccc([N+](=O)[O-])cc2)c1C	-2%	5%	4%	2%	6	13%	-12%[11.3 µM]	1%	?
Cn1c(CC2C(=O)Nc3ccc(Br)cc32)nc2ccccc2c1=O (stereo unspecified)	?	?	-17%	-1%	-6	-27%	-11%	?	10µM*

Part of the list above in order of formula weight, largest number first.
SMILES	HT1080NT lethal	KB-3-1 tox	WRN inhibitor	SW480 rerep	IL-1B inflam inh	HT1080 IDH1KD tx	ATXN2 expr inh	MCF10A rerep	KB-V1 MDR tox
CCN(CC(=O)Nc1ccc(S(=O)(=O)N2CCCCC2)cc1)Cc1ccccc1	3%	-13%	2%	27%	-1	-18%	-19%	30%	?
Oc1c(Cl)cc(Cl)cc1/C=N/NC(=S)NC1CC2C=CC1C2 (stereo unspecified)	?	?	-26%	18µM*	-13	21µM*	?	7.3µM*	-6%
C[C@H]1COc2cccc(N3CCSCC3)c2S(=O)(=O)N1	12%	8%	1%	nt	29	6%	12%	nt	-1%

Compounds were not picked by outcome; any-hit rate near 12%.
